SENP1 FRET inh: SENP1 (human) catalytic domain inhibition. recombinant SENP1 catalytic domain, CyPet-SUMO1-YPet FRET cleavage. AID 624204. inhibition, % at 10 µM. 360,000 compounds, 0.21% hits;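 active = inhibition at least 30% at 10 µM, raw YFP signal under a set limit, fluorescence ratio 0.5 to 1.5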;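 also: 0% = enzyme with DMSO and 100% = no enzyme wells; some results filed as inactive read as strong as hits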
Target sequence (Q9P0U3 419-644 limits assumed): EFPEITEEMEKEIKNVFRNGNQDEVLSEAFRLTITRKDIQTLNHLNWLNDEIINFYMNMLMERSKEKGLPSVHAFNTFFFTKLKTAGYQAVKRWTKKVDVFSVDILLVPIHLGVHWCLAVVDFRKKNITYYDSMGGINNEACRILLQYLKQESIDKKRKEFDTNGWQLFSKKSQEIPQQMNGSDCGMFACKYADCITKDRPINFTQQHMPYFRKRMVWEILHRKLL
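system = hSENP1 catalytic domain, recombinant | reagent = SFCypet-SUMO1-SFYpet substrate at 25 nM | doses = one dose per compound, 10 µM, 0.5% DMSO | incubation = enzyme reaction for 50 min at room temperature, dark | measured by = FRET, CFP and YFP emission | controls = no-enzyme low, enzyme-DMSO high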
mIAP inh: mouse IAP inhibition; purified mouse IAP, CDP-Star luminescence, 30 min; inhibition, % at 10 µM; 330,000 compounds, 0.2% hits; AID 2806;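 active = inhibition of at least 40% at 10 µM in the primary screen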;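 also: plate controls were DMSO with enzyme for no effect and no enzyme wells for full effect; values of inactives mirror those of a sister screen read the other way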
NALP3 yeast inh: blocks the NALP3 inflammasome reconstituted in yeast. Yeast reconstituted NLRP3/ASC/caspase-1, beta-gal luminescence, 24 h. inhibition, % at 10 µM. 330,000 compounds, 0.39% hits;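 active = inhibition of 50% or more; inactive = inhibition below 50%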;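 also: plate controls were induced DMSO wells for no effect and uninduced yeast grown without galactose for full effect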
beta cell repl: induces beta-cell replication in MIN6 cells. MIN6 cells proliferation, ATPlite luminescence, 48 h; cells starved in 0.2% serum; 100% = growth in 10% serum. proliferation, % at 10 µM. 330,000 compounds, 0.29% hits. AID 2380;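 active = compounds whose signal lies at least 3.5 SD above the mean of all wells on their plate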;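 also: 0% = DMSO-treated cells in low-serum medium and 100% = 10% serum control; some compounds called inactive have numbers as strong as hits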
hIAP act: increases human intestinal alkaline phosphatase activity | P09923 | purified human IAP, CDP-Star luminescence, 30 min; active compounds read high; 1 = vehicle-only enzyme, 0 = enzyme-free background | activation factor at 10 µM | 330,000 compounds, 0.16% hits | AID 2524;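 active = activation factor of the enzyme at least 2-fold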; also: the source names both 10 and 20 µM as test concentration; values of inactives mirror those of a sister screen read the other way
Target sequence (P09923 whole entry, looked up): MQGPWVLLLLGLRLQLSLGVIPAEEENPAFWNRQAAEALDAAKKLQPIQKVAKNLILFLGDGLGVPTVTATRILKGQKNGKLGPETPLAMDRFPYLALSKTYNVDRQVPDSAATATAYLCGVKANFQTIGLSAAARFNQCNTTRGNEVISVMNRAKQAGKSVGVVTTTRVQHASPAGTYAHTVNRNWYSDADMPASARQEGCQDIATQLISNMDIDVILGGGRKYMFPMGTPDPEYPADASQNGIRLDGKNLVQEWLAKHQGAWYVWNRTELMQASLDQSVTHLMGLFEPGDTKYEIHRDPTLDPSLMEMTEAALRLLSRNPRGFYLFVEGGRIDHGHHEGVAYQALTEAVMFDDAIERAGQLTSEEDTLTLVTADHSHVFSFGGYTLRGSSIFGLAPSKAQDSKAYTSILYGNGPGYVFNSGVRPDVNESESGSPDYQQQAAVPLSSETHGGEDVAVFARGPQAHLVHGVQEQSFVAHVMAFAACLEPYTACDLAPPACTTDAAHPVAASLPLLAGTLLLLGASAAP
hIAP block: human IAP inhibition. P09923. purified IAP, CDP-Star luminescence, 30 min. inhibition, % at 10 µM. 330,000 compounds, 0.12% hits;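 active = inhibition reaching a set limit with compound at 10 µM in the primary screen, cut at about 35% in these data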;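 also: plate controls were DMSO wells with enzyme for no effect and no-enzyme buffer wells for full effect; values of inactives mirror those of a sister screen read the other way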
APOBEC3A inh: human APOBEC3A DNA deaminase inhibition. P31941. recombinant A3A, FAM/TAMRA ssDNA deamination fluorescence. inhibition, % at 20 µM. 330,000 compounds, 0.41% hits;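 active = at least 40% inhibition at 20 µM here, with at most 30% in a related deaminase screen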;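 also: plate controls were A3A with DMSO for no effect and wells lacking A3A enzyme for full effect; some results filed as inactive read as strong as hits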
Target sequence (P31941 whole entry, looked up): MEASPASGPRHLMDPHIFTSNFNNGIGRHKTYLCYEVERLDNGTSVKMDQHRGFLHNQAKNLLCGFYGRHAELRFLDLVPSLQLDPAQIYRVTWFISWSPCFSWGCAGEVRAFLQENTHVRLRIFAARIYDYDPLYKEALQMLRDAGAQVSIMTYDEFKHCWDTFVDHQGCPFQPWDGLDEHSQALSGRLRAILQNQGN
mIAP act: mouse IAP activation | 330,000 compounds, 0.24% hits | AID 2805 | muIAP, CDP-Star luminescence, 30 min; active compounds read high; 1 = vehicle-only enzyme signal, 0 = enzyme-free wells | activation factor at 10 µM;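 active = activation factor of at least 2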; also: the source names both 10 and 20 µM as test concentration; values of inactives mirror those of a sister screen read the other way
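Assay system: mouse IAP enzyme / Compound: DMSO-dissolved test compounds / Timing: 30 min, room temperature / Measured by: luminescence from enzymatic CDP-Star hydrolysis / Control set: DMSO-only wells, enzyme-free buffer wells as negative control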
A3G deaminase: APOBEC3G (human) deaminase inhibition; 330,000 compounds, 0.28% hits; recombinant A3G, ssDNA deamination FAM/TAMRA fluorescence; Q9HC16; inhibition, % at 20 µM;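 active = inhibition of at least 40% at 20 µM, with no more than 30% in the related APOBEC3A deaminase screen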;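 also: plate controls were DMSO wells with A3G for no effect and wells lacking A3G enzyme for full effect; some compounds called inactive have numbers as strong as hits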
* hit, by the source's call; x = no result given. Only part of the results is shown; rates above refer to the full screens.

nr	mol	SENP1 FRET inh	mIAP inh	NALP3 yeast inh	beta cell repl	hIAP act	hIAP block	APOBEC3A inh	mIAP act	A3G deaminase
1	Cc1nc(CCl)cc(=O)[nH]1	0	1	11	3	0.89	11	3	0.99	0
2	CC(C)c1ccc(-n2c(O)c(/C=N/NC(=O)c3ccccc3O)c(=O)[nH]c2=S)cc1	-34	34	7	-2	1.5	-54	1	0.66	-2
3	CCN1CCN(c2nc([N+](=O)[O-])nn2C)CC1	1	-3	12	-1	1	-2	1	1	-1
4	CC1=Nc2cc(C(=O)N3CCC4(CC3)OCCO4)ccc2Sc2ccc(Cl)cc21	4	0	20	5	1.3	-26	-5	1	-5
5	Cc1ccc(-c2nc3ccccc3c(=O)n2-c2cccc(C)n2)cc1	2	-3	7	5	1	0	-4	1	-4
6	CCCNC(=O)N1[C@H]2CC[C@@H]1C(C(=O)OC)=C(c1ccccc1)C2	0	-4	8	-4	0.92	8	-3	1	-8
7	CC1=CC(=C2C(=O)NC(=O)NC2=O)C=C(C(F)(F)F)N1C(C)C	-7	2	-8	1	1.2	-18	1	0.98	-2
8	c1ccc(CC2CCCCN2)cc1 (centres undefined)	-1	1	0	-1	1	-4	-4	0.99	-4
9	CCC(=NCCc1ccccc1)c1c(O)n(C2CCCCC2)c(=O)[nH]c1=O	3	2	-1	-5	0.94	6	-1	0.98	-5
10	CC[C@@H](C(N)=O)N1CCCC1=O	x	-5	12	1	0.74	26	-1	1.1	-6
11	CCCCCCn1c(O)c(C=Nc2c(C)n(C)n(-c3ccccc3)c2=O)c(=O)[nH]c1=O	-4	-3	11	-1	0.98	2	-3	1	2
12	CCCCCCC(=O)c1c(O)n(-c2ccc(OC)cc2)c(=O)[nH]c1=O (tested in a mixture with another compound)	-1	3	-1	0	0.95	5	-2	0.97	-7
13	CC[C@H]1CC2CN3CCc4c([nH]c5ccccc45)C(C(=O)OC)(C2)C13 (some centres undefined)	-3	18	6	-4	0.74	26	2	0.81	13
14	COC(=O)N(c1ccccc1)P1(=S)OCCO1	1	16	20	1	0.94	6	0	0.84	3
15	COc1ccc(C2SCC(=O)Nc3c2c(C)nn3-c2ccccc2)cc1 (centres undefined)	0	-8	18	-3	1	-3	-9	1.1	6
16	CCN1CCN(C(=O)COc2cc(=O)n(CC)c3ccccc23)CC1	-1	-2	8	-2	0.98	2	3	1	0
17	COc1ccc(-n2c(/C=C/c3ccc4c(c3)OCO4)nc3ccccc3c2=O)cc1	-20	11	0	-3	0.93	7	11	0.89	2
18	O=c1c2ccccc2nc(SCC2CCCCO2)n1-c1ccccc1 (centres undefined)	3	8	4	0	0.97	3	1	0.92	12
19	O=C(Cc1ccccc1)N1CCN(Cc2ccccn2)CC1	2	-8	-6	1	1	-1	-3	1.1	-5
20	O=C(c1ccc(-c2ccccc2)c(F)c1)C1CCCN(CCO)C1 (centres undefined)	1	6	17	-4	0.95	5	-1	0.94	-6
21	COC(=O)C1=C(c2ccccc2OCc2ccccc2)C[C@@H]2CC[C@H]1N2C(=O)NCc1ccc(C(F)(F)F)cc1	1	-39	12	-7	1	-4	-4	1.4	-9
22	O=C1NC(=O)N(c2ccc3c(c2)OCO3)C(=O)/C1=C/c1ccsc1	0	23	18	-2	0.94	6	-3	0.77	-10
23	O=C(c1cc(F)ccc1F)C1CCCN(CCCc2ccccc2)C1 (centres undefined)	0	9	21	-2	0.77	23	-2	0.91	-3
24	COc1cc(/C=C2/C(=O)NC(=O)N(c3ccc(C)cc3)C2=O)cc(OC)c1OC	0	-2	-1	1	1.1	-10	-2	1	-3
25	OC(CNC1CCCCCCC1)c1ccccc1 (centres undefined)	x	-2	23	-1	1.1	-7	5	1	0
26	CC1=CC(=C2C(=O)NC(=O)NC2=O)C=C(C(F)(F)F)N1Cc1ccccc1	-23	9	-2	9.2*	0.88	12	-3	0.91	-5
27	COC(C)(C)CCCC(C)C/C=C/C(C)=C/C(=O)OC(C)C (centres undefined)	-1	4	18	-7	0.93	7	-2	0.96	-8
28	COc1ccc(CCNCc2cccc(C(F)(F)F)c2)cc1OC	-6	-3	6	-1	0.96	4	1	1	-3
29	O=[N+]([O-])c1ccc2c(c1)C(c1ccccc1)=NCCN2	-4	8	32	-1	0.94	6	-1	0.92	-3
30	CCCN(CCC)C1Cc2cc(OC)c(OC)cc2C1	-1	-1	22	0	0.94	6	3	1	3
31	N#CC(c1ccccc1)N1CCOCC1 (centres undefined)	1	7	-2	2	0.87	13	0	0.93	-2
32	Clc1ccc(N2CC2c2ccncc2)cc1 (centres undefined)	-7	-5	6	-4	0.99	1	-3	1.1	-5
33	C=C1C(O)[C@@H]2O[C@]3(CC[C@H](/C=C/C(C)[C@@H]4CC(C)=CC5(O[C@H](C[C@@](C)(O)C(=O)O)CCC5O)O4)O3)CC[C@H]2O[C@@H]1C(O)CC(C)[C@H]1OC2(CCCCO2)CCC1C (some centres undefined)	x	-9	15	-5	1	-1	-1	1.1	-8
34	C=CCn1c(O)c(C(C)=NC(C)c2ccccc2)c(=O)[nH]c1=O (centres undefined)	0	0	-4	5	1.1	-6	-3	1	-3
35	COc1ccccc1CCNC1CCCC(C)C1 (centres undefined)	0	9	9	0	1.1	-7	9	0.91	0
36	Cc1ccc(C2N(c3ccccn3)C(=O)C3CCCN32)o1 (centres undefined)	-3	-5	2	1	1.1	-7	-2	1.1	-4
37	Nc1ccc(Cl)cc1C(=O)c1ccccc1Cl	-12	14	-2	0	0.9	10	-1	0.86	-8
38	C[C@]12CCC3[C@@H](CC[C@@H]4C[C@H](O)CC[C@]34C)[C@@H]1CCC2=O (some centres undefined)	-2	-4	67*	-1	1.1	-5	-3	1	-7
39	Cc1ccc(-c2nc3ccc(C)cn3c2CC(=O)N(C)C)cc1	-2	-10	18	0	1.3	-27	-5	1.1	-6
40	CC1CCCN(C(=O)c2ccc(N3CC4CC(C3)c3cccc(=O)n3C4)c([N+](=O)[O-])c2)C1 (centres undefined)	0	10	19	0	1.3	-29	-7	0.9	-12
41	O=C(c1ccccc1)c1cn(CC(=O)N2CCCc3ccccc32)c2ccccc12	1	9	-3	-1	0.87	13	-2	0.91	-1
42	C[C@@H]1NCCc2cc(O)c(O)cc21	-3	8	17	-4	0.77	23	-1	0.92	-3
43	Cc1ccc(-n2c(O)c(/C=N/N3CCCCC3c3cccnc3)c(=O)[nH]c2=S)cc1 (centres undefined)	-7	10	2	2	0.99	1	-3	0.9	-6
44	CCOC(=O)c1c(-n2c(C)cc(C=C3C(=O)NC(=O)NC3=O)c2C)sc2c1CCCC2	-10	34	6	-1	1.2	-16	-3	0.67	-6
45	CCCN1CCC[C@@H](c2cccc(O)c2)C1	-1	-1	25	0	1	0	0	1	-4
46	COC[C@]12CN(C)C3C4[C@H](OC)[C@H]1C3([C@@H](OC)C[C@H]2O)[C@@H]1C[C@@]2(O)[C@H](OC(=O)c3ccccc3)[C@@H]1[C@]4(OC(C)=O)[C@@H](O)[C@@H]2OC	2	7	-1	-1	0.85	15	-7	0.93	-8
47	O=C1NC(=O)N(c2ccccc2)C(=O)/C1=C\c1ccc([N+](=O)[O-])s1	x	41*	11	-6	0.98	2	12	0.59	17
48	NC1C2CN3CCN(C2)CC1(c1ccccc1)C3 (centres undefined)	0	10	19	3	0.85	15	2	0.9	-2
49	CCC(=NCCN1CCOCC1)c1c(O)n(C2CCCCC2)c(=O)[nH]c1=O	-1	-3	21	-5	1.1	-15	0	1	1
50	O=C1NC(=O)N(Cc2ccccc2Cl)C(=O)/C1=C/c1cccs1	-5	13	6	-2	0.85	14	1	0.87	-3

Going on with the list:
nr	mol	SENP1 FRET inh	mIAP inh	NALP3 yeast inh	beta cell repl	hIAP act	hIAP block	APOBEC3A inh	mIAP act	A3G deaminase
51	COc1ccc(C(C)=O)cc1CC(C(=O)c1ccc(F)cc1)N(C)C (centres undefined)	-4	3	13	-2	0.99	1	-3	0.97	-7
52	COC(=O)C(O)(c1ccc(N(C)S(=O)(=O)c2ccccc2)cc1)C(F)(F)F (centres undefined)	2	5	5	-1	0.9	10	2	0.95	3
53	N#CSCC(=O)N1c2ccccc2CCc2ccccc21	3	12	11	-6	1.1	-11	2	0.88	-6
54	CCOc1ccccc1N1C(=O)NC(=O)C(CCc2ccncc2)(CCc2ccncc2)C1=O	0	2	10	-1	1.4	-38	-3	0.98	-7
55	O=C1NC(=O)[C@]2(Cc3ccccc3N3CCN(c4ccccc4)CC32)C(=O)N1c1ccccc1 (some centres undefined)	-5	2	13	-3	0.86	14	-2	0.98	7
56	C1CCC2CCCCC2C1 (centres undefined)	1	2	-1	6	1	-3	2	0.98	1
57	O=C(O)Cn1cc(C=C2C(=O)NC(=O)NC2=O)c2ccccc21	1	15	-5	-3	0.81	19	-3	0.85	-11
58	Cc1ccc(/C=C2\C(=O)NC(=O)N(CC3CCCO3)C2=O)s1 (centres undefined)	2	4	-1	0	1.1	-6	-1	0.96	-2
59	COC(=O)c1c(C)n(Cc2ccc3c(c2)OCO3)c2ccc(O)cc12	2	-5	7	0	0.76	24	2	1.1	0
60	CC(N)Cc1c[nH]c2ccc(Cl)cc12 (centres undefined)	-2	-1	5	-1	0.92	8	0	1	1
61	C=CCn1c(O)c(C(CC)=Nc2ccc(C(=O)O)cc2)c(=O)[nH]c1=O	0	3	14	-3	0.92	8	-1	0.97	0
62	Cc1cccc(NC(=O)[C@@H](NC(=O)N2C[C@H]3C[C@@H](C2)c2cccc(=O)n2C3)C(C)C)c1	1	-5	-7	-1	1.1	-8	-3	1	-11
63	COc1ccc(NC(=O)c2cn(CCC#N)nc2-c2ccc([N+](=O)[O-])cc2)cc1	2	5	10	0	0.99	1	-1	0.95	-11
64	COc1cc2c(cc1OC)-c1c(OC)c(OC)cc3c1[C@H](C2)[N+](C)(C)CC3	0	-11	7	-2	1	-1	83*	1.1	23
65	CNCCc1ccc(OC)c(OC)c1	1	-7	-4	-2	1.1	-8	-5	1.1	-9
66	COc1ccccc1-n1c(/C=C/c2ccc(O)cc2)nc2ccccc2c1=O	-8	24	-19	-5	1.1	-10	-12	0.76	-11
67	Cc1nn(Cc2ccccc2Cl)c(Cl)c1C(=O)O	0	4	-6	1	0.94	6	2	0.96	-11
68	COc1ccc(NP(=O)(Nc2ccc(OC)cc2)Oc2ccccc2)cc1	1	-3	-10	0	0.85	15	0	1	1
69	Cc1cc(C)nc(NS(=O)(=O)c2ccc(N=Cc3c(O)n(C)c(=O)n(C)c3=O)cc2)n1	-40	1	3	1	0.87	13	-1	0.99	-2
70	COC(=NC1CCCCC1)C(O)c1c[nH]c2ccccc12 (centres undefined)	-3	5	9	-2	0.85	15	2	0.95	-1

Exported with each value named: two of the compounds above
[62] Cc1cccc(NC(=O)[C@@H](NC(=O)N2C[C@H]3C[C@@H](C2)c2cccc(=O)n2C3)C(C)C)c1
  SENP1 FRET inh: 1	mIAP inh: -5	NALP3 yeast inh: -7	beta cell repl: -1	hIAP act: 1.1	hIAP block: -8	APOBEC3A inh: -3	mIAP act: 1	A3G deaminase: -11
[63] COc1ccc(NC(=O)c2cn(CCC#N)nc2-c2ccc([N+](=O)[O-])cc2)cc1
  SENP1 FRET inh: 2	mIAP inh: 5	NALP3 yeast inh: 10	beta cell repl: 0	hIAP act: 0.99	hIAP block: 1	APOBEC3A inh: -1	mIAP act: 0.95	A3G deaminase: -11
